Assay outcomes (PubChem)
TIM10 inh = TIM10 yeast growth inhibition; inhibition, % at 10 µM; S. cerevisiae TIM10 strain growth, BacTiter-Glo luminescence, 24 h; actives 1.4% (n = 330,000); AID 463195;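 active = inhibition of 40% or more at the single tested concentration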;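 note: wild-type TIM10 isogenic control strain grown at permissive 25 °C; 0% = DMSO yeast wells and 100% = minimal medium wells without yeast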
tim10-1 inh = inhibits growth of tim10-1 mutant yeast; S. cerevisiae tim10-1 ts strain growth, BacTiter-Glo, 24 h; inhibition, % at 20 µM; actives 2.2% (n = 330,000); AID 463190;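 active = inhibition of at least 40%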;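 note: mutant grown at 25 °C; 0% = DMSO wells with yeast and 100% = wells holding no yeast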
mIAP act = mouse IAP activation | muIAP, CDP-Star luminescence, 30 min; hits give high values; 1 = vehicle-only enzyme signal, 0 = enzyme-free wells | activation factor at 10 µM | actives 0.24% (n = 330,000) | AID 2805;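 active = activation factor of at least 2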; note: the source names both 10 and 20 µM as test concentration; values of inactives mirror those of a sister screen read the other way
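also added = chemiluminescent substrate CDP-Star | test system = mouse IAP enzyme | signal = chemiluminescence readout | compound = DMSO-dissolved test compounds | incubation = 30 min at room temperature | benchmarks = DMSO wells, no-enzyme wells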
beta cell repl = MIN6 beta-cell proliferation induction; MIN6 cells proliferation, ATPlite luminescence, 48 h; cells starved in 0.2% serum; 100% = growth in 10% serum; actives 0.29% (n = 330,000); proliferation, % at 10 µM;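 active = compounds whose signal lies at least 3.5 SD above the mean of all wells on their plate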;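 note: 0% = DMSO-treated cells in low-serum medium and 100% = 10% serum control; some compounds called inactive have numbers as strong as hits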
APOBEC3G inh = APOBEC3G (human) deaminase inhibition; actives 0.28% (n = 330,000); AID 493012; inhibition, % at 20 µM; recombinant A3G, ssDNA deamination FAM/TAMRA fluorescence;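 active = inhibition of at least 40% at 20 µM, with no more than 30% in the related APOBEC3A deaminase screen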;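 note: plate controls were DMSO wells with A3G for no effect and wells lacking A3G enzyme for full effect; some compounds called inactive have numbers as strong as hits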
Target sequence (Q9HC16 whole entry, looked up): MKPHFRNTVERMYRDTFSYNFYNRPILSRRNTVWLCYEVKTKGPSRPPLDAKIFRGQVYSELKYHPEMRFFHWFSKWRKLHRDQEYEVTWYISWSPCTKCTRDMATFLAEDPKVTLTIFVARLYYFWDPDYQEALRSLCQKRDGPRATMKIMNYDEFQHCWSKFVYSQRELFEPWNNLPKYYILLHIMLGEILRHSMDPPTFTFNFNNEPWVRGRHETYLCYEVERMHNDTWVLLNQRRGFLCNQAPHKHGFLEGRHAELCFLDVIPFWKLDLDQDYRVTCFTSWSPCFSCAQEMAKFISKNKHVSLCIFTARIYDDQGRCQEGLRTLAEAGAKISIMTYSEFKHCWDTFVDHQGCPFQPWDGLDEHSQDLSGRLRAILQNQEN
NALP3 yeast inh = NALP3 inhibition in yeast; Yeast reconstituted NLRP3/ASC/caspase-1, beta-gal luminescence, 24 h; inhibition, % at 10 µM; actives 0.39% (n = 330,000); AID 2825;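 active = inhibition of 50% or more; inactive = inhibition below 50%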;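 note: plate controls were induced DMSO wells for no effect and uninduced yeast grown without galactose for full effect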
A3A deaminase = inhibitors of human APOBEC3A DNA deaminase. inhibition, % at 20 µM. P31941. recombinant A3A, FAM/TAMRA ssDNA deamination fluorescence. actives 0.41% (n = 330,000);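 active = at least 40% inhibition at 20 µM here, with at most 30% in a related deaminase screen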;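 note: plate controls were A3A with DMSO for no effect and wells lacking A3A enzyme for full effect; some results filed as inactive read as strong as hits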
mIAP inh = blocks mouse intestinal alkaline phosphatase; purified mouse IAP, CDP-Star luminescence, 30 min; inhibition, % at 10 µM; actives 0.2% (n = 330,000); AID 2806;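 active = inhibition of at least 40% at 10 µM in the primary screen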;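 note: plate controls were DMSO with enzyme for no effect and no enzyme wells for full effect; values of inactives mirror those of a sister screen read the other way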
hIAP block = blocks human intestinal alkaline phosphatase. purified IAP, CDP-Star luminescence, 30 min. P09923. actives 0.12% (n = 330,000). inhibition, % at 10 µM;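 active = inhibition reaching a set limit with compound at 10 µM in the primary screen, cut at about 35% in these data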;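 note: plate controls were DMSO wells with enzyme for no effect and no-enzyme buffer wells for full effect; values of inactives mirror those of a sister screen read the other way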
Target sequence (P09923 whole entry, looked up): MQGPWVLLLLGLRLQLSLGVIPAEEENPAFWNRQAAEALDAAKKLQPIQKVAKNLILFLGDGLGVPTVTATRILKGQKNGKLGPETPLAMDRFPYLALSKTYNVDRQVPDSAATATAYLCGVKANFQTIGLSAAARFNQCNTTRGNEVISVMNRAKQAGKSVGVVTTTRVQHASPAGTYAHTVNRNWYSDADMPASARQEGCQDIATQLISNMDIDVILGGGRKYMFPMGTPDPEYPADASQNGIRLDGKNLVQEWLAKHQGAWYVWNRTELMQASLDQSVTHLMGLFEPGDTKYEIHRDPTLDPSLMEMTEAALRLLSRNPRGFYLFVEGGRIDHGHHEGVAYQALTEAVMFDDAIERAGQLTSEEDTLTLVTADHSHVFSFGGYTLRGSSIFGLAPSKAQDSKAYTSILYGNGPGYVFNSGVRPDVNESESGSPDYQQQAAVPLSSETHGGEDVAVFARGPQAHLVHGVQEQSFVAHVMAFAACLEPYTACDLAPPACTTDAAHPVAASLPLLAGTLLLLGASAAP
An asterisk follows results filed as active; & = joins results of further samples.

SMILES	TIM10 inh	tim10-1 inh	mIAP act	beta cell repl	APOBEC3G inh	NALP3 yeast inh	A3A deaminase	mIAP inh	hIAP block
CC(=O)OC1CCC2(C)C(COc3ccc4ccc(=O)oc4c3)C(C)(O)CCC2C1(C)C (stereo not drawn)	20	32	0.94	-5	-8	34	-3	6	7
CC(C)c1ccc(NC(=S)Nc2ccc3cn[nH]c3c2)cc1	28	43*	1.1	-6	-12	9	4	-13	-5
COc1ccc(NC(=O)C2CCN(S(=O)(=O)c3ccccc3)CC2)cc1	1	0	1.1	8	-8	1	-3	-8	-12
CCOc1ccc(/C(O)=C2/C(=O)C(=O)N(CCCN3CCOCC3)C2c2ccc(F)cc2)cc1C (stereo not drawn)	7	4	0.96	-3	-3	50*	-3	4	-12
N#C/C(=C(/O)COc1ccccc1)c1nnc2n1CCCCC2	19	11	0.88	0	-11	16	-3	12	16
CCOC(=O)CCCNC(=O)CSc1nnc(-c2ccccc2)c(-c2ccccc2)n1	7	26	0.98	0	-6	-15	-2	2	8
O=C(CCN1C(=O)COc2ccccc21)NCc1cccnc1	17	13	0.98	-3	-5	10	-2	2	-1
Cc1cc(C)cc(NC(=O)CN2CCC(NC(=O)c3ccccc3F)CC2)c1	5	0	1.1	-3	-3	4	1	-8	-11
CN(C)C(CNC(=O)c1ccccc1C(F)(F)F)c1ccco1 (stereo not drawn)	-17	-2	0.98	-1	-12	2	0	2	2
CC(Sc1ncccn1)C(=O)NNC(=O)c1cccc(Cl)c1 (stereo not drawn)	10	-14	0.97	7	-5	-1	1	3	-14
C=CCOC(=O)/C(=C/c1cccc2ccccc12)NC(=O)c1ccccc1	19	15	0.86	0	-5	-14	0	14	3
Nc1ccc(C(=O)N2CCN(S(=O)(=O)c3ccc4c(c3)OCCO4)CC2)cc1[N+](=O)[O-]	-11	-2	0.9	-3	-6	9	0	10	-1
COc1cc2[nH]c(=O)c(C(=O)NCc3ccc(F)cc3)c(O)c2cc1OC	-5	-5	0.88	-2	2	12	5	12	14
Brc1ccccc1/C=N/Nc1ccccn1	19	16	1	-5	-5	-30	-1	-2	5
C[C@@H]1CN([C@@H](C)CO)C(=O)c2cccc(NS(C)(=O)=O)c2O[C@H]1CN(C)C(=O)Nc1ccc(F)cc1	6	6	0.96	4	-7	8	-4	4	2
CCn1nccc1C(=O)Nc1ccc(Cl)cc1Cl	-10	6	1.2	2	0	21	-3	-24	-16
O=C(Nc1ccc(Cl)cc1C(=O)NCCN1CCOCC1)c1ccco1	-15	-2	1.2	-2	-2	4	-1	-18	-15
O=C1CC(c2ccco2)c2ccc3ccccc3c2N1 (stereo not drawn)	-2	32	1	2	-8	18	-2	-2	-23
CCN(CC(=O)Nc1c(F)cccc1F)C(=O)CNC(=O)c1ccc(C)s1	-4	2	1	0	5	-8	3	0	8
CCCCCCC[C@@H](C/C=C/CCC(=O)N(C)C/C(=C/Cl)C/C(=C\C(=O)N1C[C@H](O)CC1=O)OC)OC	16	33	0.97	-5	-1	9	1	3	-18

Profiles, looked up by structure. Values in the order: TIM10 inh | tim10-1 inh | mIAP act | beta cell repl | APOBEC3G inh | NALP3 yeast inh | A3A deaminase | mIAP inh | hIAP block
C=CCOC(=O)/C(=C/c1cccc2ccccc12)NC(=O)c1ccccc1 in the list: 19 | 15 | 0.86 | 0 | -5 | -14 | 0 | 14 | 3
O=C1CC(c2ccco2)c2ccc3ccccc3c2N1 (stereo not drawn) in the list: -2 | 32 | 1 | 2 | -8 | 18 | -2 | -2 | -23
COc1cc2[nH]c(=O)c(C(=O)NCc3ccc(F)cc3)c(O)c2cc1OC in the list: -5 | -5 | 0.88 | -2 | 2 | 12 | 5 | 12 | 14

The listing continues:
SMILES	TIM10 inh	tim10-1 inh	mIAP act	beta cell repl	APOBEC3G inh	NALP3 yeast inh	A3A deaminase	mIAP inh	hIAP block
COc1cc(CN(C(=O)c2ccco2)C2CCS(=O)(=O)C2)cc(OC)c1OC (stereo not drawn)	-3	12	1	5	-3	-9	-6	-2	11
CCOC(=O)c1sc(Nc2nc3c(OC)cccc3s2)cc1C	7	21	1.1	0	-3	19	3	-6	-4
O=C(CSCc1ccc(F)cc1)NCc1cccs1	-2	10	1	0	-3	9	3	-2	-7
COc1ccc(NC(=O)c2ccc3ccccc3c2)cc1	9	-7	0.97	-3	-4	24	-8	2	-22
Cc1cc(NC(=O)CSc2nnnn2-c2ccccc2)no1	9	-2	0.95	0	-2	-13	-3	5	9
CNc1nnc(-c2ccco2)s1	9	-5	1	-1	-14	10	-5	-1	-7
Cc1cc(C)nc(NC(=O)NS(=O)(=O)Nc2ccc(Br)cn2)n1	-1	4	0.96	1	-5	-11	-3	4	12
COc1ccc(C(=O)/C=C2/c3ccccc3CC(C)(C)N2C)cc1OC	14	31	0.86	-2	-5	10	0	14	-3
Fc1c(F)c(F)c(NC2=NCCCCC2)c(F)c1F	10	1	0.91	0	-8	-1	-2	9	8
CC(=O)c1cccc(NC(=O)C(C)OC(=O)c2cc(=O)[nH]c3ccccc23)c1 (stereo not drawn)	-3	-1	0.99	3	-15	30	-3	0	1
O=C(OCCc1ccccc1)c1cc(O)c(O)c(O)c1	-5	3	0.73	-7	8	16	2	27	-3
O=C(NCCc1ccccc1)C1CCN(S(=O)(=O)c2ccc(-n3cnnn3)cc2)CC1	-2	-3	1	2	-8	5	-5	-1	-4
Cc1noc(NS(=O)(=O)c2ccc(NC(=O)/C=C/c3ccc(Br)cc3)cc2)c1C	4	7	0.91	-3	-6	7	-4	9	-13
N=C1c2c(cc(=O)n3c2[nH]c2ccccc23)CN1CCN1CCOCC1	18	17	0.9	-1	1	-6	1	10	-28
COc1ccc(C/C(C)=N/NC(=O)c2ccc(Cl)cc2)cc1	-1	-9	0.89	2	-8	-3	2	11	-4
CCOC(=O)N1CCN(C(=S)NC(=O)c2nn(C)cc2Br)CC1	9	11	0.95	3	-6	6	-3	5	-2
Cc1ccc(-c2nnc(N3CCN(CCO)CC3)c3ccccc23)cc1	10	10	0.99	0	-5	10	0	1	-2
CCCN1CCC(NC(=O)Cc2cccc(C)c2)CC1	1	-16	1	-4	-6	14	-6	-3	10
Cc1cc(C(=O)c2ccc(C(C)(C)C)cc2)c(NC(=O)CCl)s1	7	32	1	-6	-7	-1	-1	0	-1
S=C1NCCOCCOCCOCCNC(=S)N2CCOCCOCCN1CCOCCOCC2	6	4	0.97	2	-7	13	-3	3	-8
CCn1c(COc2ccc(Cl)c(C)c2)nnc1SCC(=O)N1CCCC1	15	15	0.96	-3	-3	6	0	4	12
O=C(NC1CCCCC1)C1CCCN(c2nnnn2-c2ccccc2)C1 (stereo not drawn)	3	13	0.97	-2	-1	-8	7	2	3
CC(C)(C)NC(=O)[C@@H]1C[C@@H]2CCCC[C@@H]2CN1C[C@@H](O)[C@H](Cc1ccccc1)NC(=O)[C@H](CC(N)=O)NC(=O)c1ccc2ccccc2n1	7	13	1	-8	-8&-3	13	-7&-1	3	-31
CN(C)c1ccc(C(=O)/C=C/c2cccnc2)cc1	9	19	1	-6	-2	29	-1	-4	8
Cc1c(C(=O)NNC(=O)c2csc(N3CCOCC3)n2)cccc1[N+](=O)[O-]	0	-15	0.84	-4	-7	16	-3	16	-47
c1ccc(-c2noc(C34CC5CC(CC(C5)C3)C4)n2)nc1	35	35	1	-2	-3	14	0	-2	1
CCOC(=O)NC(NC(=S)Nc1ccc(OCC)cc1)C(Cl)(Cl)Cl (stereo not drawn)	-10	4	1.1	-1	-6	7	6	-13	5
Cc1ccc(C)c(N(CC(N)=O)S(C)(=O)=O)c1	8	12	1	-1	3	7	1	-4	2
Cc1ccc(C(=O)Oc2ccccc2N2C(=O)C3CCC(C)CC3C2=O)cc1 (stereo not drawn)	25	36	1	-3	2	-25	1	-5	12
CCC(C)OC1OC(CO)C(O)C(O)C1NC(C)=O (stereo not drawn)	16	11	0.86	0	-3	7	-3	14	-10
Cc1cccc2c(=O)oc(-c3ccccc3Cl)nc12	1	20	0.97	-4	0	26	-2	3	-17
O=C1CC2(CCCC2)C(=O)N1c1ccc(S(=O)(=O)NCC2CC2)cc1Cl	6	5	0.93	3	-4	15	3	7	0
Cc1nnc(SCC(=O)Nc2c(Cl)cccc2Cl)[nH]c1=O	1	9	0.95	-1	-10	6	23	4	14
O=C(COC(=O)c1ccc(NS(=O)(=O)c2cccs2)cc1O)NCc1ccccc1	3	8	0.96	-3	-5	-3	0	4	-2
CC1(C)CC(=O)c2cnc(NCC3CCCO3)nc2C1 (stereo not drawn)	9	8	0.96	-3	-5	9	-3	4	-7
Cc1cc2ncn(C3CC(=O)N(C)C3=O)c2cc1C (stereo not drawn)	9	-22	0.98	2	-2	-6	1	2	-2
CC1Cc2ccccc2N1S(=O)(=O)c1cccc(C(=O)NCc2ccncc2)c1 (stereo not drawn)	1	4	0.94	-3	-2	2	-2	6	15
COc1ccc(S(=O)(=O)N2CCN(Cc3cccc(OC)c3OC)CC2)cc1	6	29	0.9	-3	-2	18	4	10	24
O=c1[nH]c2ccc(S(=O)(=O)Nc3ccccc3O)cc2[nH]1	11	1	0.63	5	20	18	-1	37	-38
Cc1c2n(c3ccccc13)CC/C2=N\O	8	-2	0.96	-1	0	10	5	4	1
COc1ccc(Cl)cc1NS(=O)(=O)c1cc(Cl)ccc1OC	11	11	1.1	-1	7	-13	4	-9	6
CC1CCC/C(=N\NC(=O)COc2ccc(Cl)cc2Cl)C1 (stereo not drawn)	-9	3	0.96	-3	-8	10	0	4	16
COc1ccc(-c2sc3ccccc3c2C#Cc2cncn2C)cc1	14	14	0.94	-6	-8	17	-5	6	0
COc1ccc(S(=O)(=O)N(Cc2ccc(OC)c(OC)c2)Cc2ccco2)cc1	-11	23	1.1	-3	-1	10	-2	-12	-1
N#C/C(=C/c1ccncc1)c1nc2ccccc2s1	70*	60*	0.98	-1	-7	15	1	2	-2
O=C(NC1CCCCC1)C(c1cccnc1)N(C(=O)c1csnn1)c1ccc(F)cc1 (stereo not drawn)	-19	-1	0.96	2	-3	13	-4	4	5
CCCC(=O)c1c(NC(C)C)cc(C)oc1=O	8	26	1	3	0	8	-6	-2	-6
COC(=O)CCSc1cc([N+](=O)[O-])cc2c1c(C1OCCS1)nn2-c1ccccc1 (stereo not drawn)	11	23	0.83	-3	4	-15	8	17	6
CC(C)/C=C/C(=O)N1CCC(N2CCC(C(=O)N3CCOCC3)CC2)CC1	3	6	0.93	-1	-1	-11	1	7	-3
COc1cccc(OCc2nnc(-c3cccs3)o2)c1	1	-3	1.1	1	-11	15	-1	-8	0
O=C(Nc1sc2c(c1C(=O)O)CCC2)c1ccccc1F	11	0	0.87	-4	0	6	-4	13	-32
CCOC(=O)CCc1c(C)c2ccc(OCC)c(C)c2oc1=O	-5	22	1	-4	-1	8	2	-1	-20
CCOP(=O)(c1ccccc1)C(O)c1ccc(Br)cc1 (stereo not drawn)	-13	13	0.97	3	-3	-1	0	3	-5
CC1CCN(C(=O)c2cc3ccccc3cc2O)CC1	2	22	0.9	-2	-4	14	-1	10	-18
COc1ccc(NC(=O)O/N=C/c2ccccc2Cl)cc1	-1	11	1.2	-3	-4	16	-7	-20	-10
Cc1ccc(-c2csc(Nc3ccc(C(=O)O)cc3)[n+]2Cc2ccccc2)cc1	9	22	1.1	-2	-2	-11	-8	-12	-7
Cc1nnsc1C(=O)Nc1ccc(Cl)cc1	8	7	0.94	0	-1	-1	0	6	-6
O=C(NC1CCCc2ccccc21)C1CCN(C(=O)c2sccc2-n2cccc2)CC1 (stereo not drawn)	10	15	1	2	-4	4	-3	-1	12
